D2 ag = HTS Assay for Allosteric Agonists of the Human D2 Dopamine Receptor: Primary Screen for Agonists | activation, % at 2 µM | D(2) dopamine receptor (Homo sapiens), P14416 | HEK293 T-REx D2 cells, calcium flux agonist mode | hit rate 0.53% among 340,000;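 active = activation over 3 SD above normal in the single-dose calcium agonist read, cut at about 30% in these data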; note: 0% is about no effect
Target sequence (P14416 whole entry, looked up): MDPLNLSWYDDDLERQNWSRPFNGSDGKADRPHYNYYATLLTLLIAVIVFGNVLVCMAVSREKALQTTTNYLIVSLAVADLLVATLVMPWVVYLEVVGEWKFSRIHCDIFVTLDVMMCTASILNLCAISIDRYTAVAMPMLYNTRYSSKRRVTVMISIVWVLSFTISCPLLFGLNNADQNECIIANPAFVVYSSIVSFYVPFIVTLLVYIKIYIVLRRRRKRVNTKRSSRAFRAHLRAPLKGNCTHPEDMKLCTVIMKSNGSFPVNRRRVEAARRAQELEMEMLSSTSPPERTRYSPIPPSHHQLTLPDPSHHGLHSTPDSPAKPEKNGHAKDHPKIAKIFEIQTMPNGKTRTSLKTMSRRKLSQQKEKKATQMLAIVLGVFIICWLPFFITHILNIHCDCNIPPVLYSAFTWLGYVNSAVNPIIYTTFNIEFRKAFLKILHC
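Agonism scored from kinetic calcium signal (1 read/sec, 180 s) following compound pin transfer, after a 10 s baseline. Cells: HEK293 Trex line expressing inducible D2 receptor coupled to calcium, dye-loaded after overnight culture at 30 C.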
TRHR enhancer = qHTS for Small Molecule Agonists and Allosteric Enhancers of Human TRH Receptor: Primary Screen for Enhancers. Thyrotropin-releasing hormone receptor (Homo sapiens), P34981. TRHR cells, fluo-8 calcium fluorescence, EC20 TRH enhancement. enhancement, % at 2 µM. hit rate 0.66% among 360,000; in the data active = enhancement above about 30%; note: 0% is about no effect
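Enhancer read-out: after compound pinning and an initial kinetic agonist-mode read, an EC20 of TRH (10 nM final) was injected and fluo-8 calcium signal (Ex 480/Em 530) followed at 1 s/cycle for 100 cycles in TRHR-expressing cells.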
IDH1 R132H inh = qHTS for Inhibitors of mutant isocitrate dehydrogenase 1 (IDH1): qHTS | Isocitrate dehydrogenase [NADP] cytoplasmic (Homo sapiens), O75874 | IDH1-R132H enzyme, NADPH consumption, diaphorase/resazurin fluorescence | AID 602179, 2012 | hit rate 0.093% among 390,000 | Potency, µM (doses to about 76.6 µM), inactives show at the top dose activity change, negative = inhibition, most hits filed as inhibitors; note: potency is the fitted concentration of half-maximal effect; % is set by controls: 0 for no effect and ±100 for the full control effect; nearly all actives have a fitted effect of over 65% in size
Target sequence (O75874 whole entry R132H, stated change not applied): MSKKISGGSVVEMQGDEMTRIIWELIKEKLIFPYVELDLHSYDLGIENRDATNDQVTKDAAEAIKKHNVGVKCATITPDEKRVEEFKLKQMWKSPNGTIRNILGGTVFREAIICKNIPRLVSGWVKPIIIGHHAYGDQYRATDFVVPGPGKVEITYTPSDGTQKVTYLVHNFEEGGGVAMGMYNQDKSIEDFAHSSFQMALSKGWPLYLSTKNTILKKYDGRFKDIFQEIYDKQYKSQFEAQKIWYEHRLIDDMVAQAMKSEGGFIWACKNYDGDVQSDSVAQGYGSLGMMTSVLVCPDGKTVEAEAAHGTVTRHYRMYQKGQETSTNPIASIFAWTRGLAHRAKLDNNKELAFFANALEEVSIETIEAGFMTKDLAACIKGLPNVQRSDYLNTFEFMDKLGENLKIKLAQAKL
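IDH1-R132H (0.5 ug/mL) preincubated 30 min with compound, then NADPH (0.016 mM) and alpha-KG (2 mM) added; 80 min at RT, pH 7.5. Remaining NADPH coupled via diaphorase/resazurin to fluorescence (540/590 nm); concentration-response curves normalized to no-enzyme control.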
Pin1 inh = qHTS Assay to Find Inhibitors of Pin1; Peptidyl-prolyl cis-trans isomerase NIMA-interacting 1 (Homo sapiens), Q13526; AID 504891, 2011; Potency, µM (top dose mostly 115 µM), for the others: at the top dose activity, negative = inhibition, most hits filed as inhibitors; hit rate 0.009% among 390,000; Pin1 FP peptide displacement, HiFluor488, 10 min; active = well fitted inhibition curve with a large enough effect in the polarisation, with a control signal flat, not every such curve was filed as active; inconclusive = small, poorly fitted or top-dose-only effect, or effect the other way, or a change in a side signal; inactive = no such curve, though single readings can be large or run the other way; the % refers to the polarisation; note: potency is the fitted concentration of half-maximal effect; % is set by controls: 0 for no effect and ±100 for the full control effect
Target sequence (Q13526 whole entry, looked up): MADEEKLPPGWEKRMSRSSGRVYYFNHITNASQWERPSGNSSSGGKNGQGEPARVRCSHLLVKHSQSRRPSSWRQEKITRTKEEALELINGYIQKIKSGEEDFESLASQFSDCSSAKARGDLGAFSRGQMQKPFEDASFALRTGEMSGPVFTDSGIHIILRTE
D2 antag = HTS Assay for Allosteric Antagonists of the Human D2 Dopamine Receptor: Primary Screen for Antagonists; AID 485344, 2010; D(2) dopamine receptor (Homo sapiens), P14416; inhibition, % at 10 µM; HEK293 TREx D2 cells, calcium flux, dopamine EC80; hit rate 2% among 340,000; in the data active = inhibition above about 30%; note: 0% is about no effect
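In this primary screen, negative modulation is detected by tracking calcium flux after an EC80 dopamine challenge in inducible HEK293 T-REx D2 cells preexposed to test compound for 180 s.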
USP1-UAF1 inh = Inhibitors of USP1/UAF1: Primary Screen; Ubiquitin carboxyl-terminal hydrolase 1 (Homo sapiens), O94782; hit rate 0.23% among 390,000; recombinant USP1/UAF1, Ub-Rhodamine cleavage fluorescence; AID 743255, 2014; Potency, µM (doses to about 57.1 µM), for the others: at the top dose activity change, negative = inhibition, actives largely listed as inhibitors; note: potency is the fitted concentration of half-maximal effect; % is set by controls: 0 for no effect and ±100 for the full control effect; nearly all actives have a fitted effect of over 60% in size; inactives centre near -12
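Step one: compound is pinned into 1nM USP1/UAF1 in HEPES pH 7.8 buffer with TCEP. Step two: 15 min room-temperature incubation. Step three: Ub-Rho (150nM final) starts cleavage, tracked by fluorescence over six one-minute reads.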
TRHR agonist = qHTS for Small Molecule Agonists and Allosteric Enhancers of Human TRH Receptor: Primary Screen for Agonists; Thyrotropin-releasing hormone receptor (Homo sapiens), P34981; activation, % at 2 µM; hit rate 0.18% among 360,000; TRHR cells, calcium flux fluo-8, FDSS agonist mode; in the data active = activation above about 30%; note: 0% is about no effect
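TRHR-expressing cells, plated overnight in medium with 10% serum, were loaded with fluo-8 calcium dye at room temperature. After a 10 s baseline, library compound was pin-added and calcium release was recorded kinetically (ex 480/em 530) as agonist response.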
rTrxR1 inhibitor = qHTS Assay for Inhibitors of Mammalian Selenoprotein Thioredoxin Reductase 1 (TrxR1): qHTS. Thioredoxin reductase 1, cytoplasmic (Rattus norvegicus), O89049. recombinant rTrxR1, NADPH fluorescence consumption, selenite substrate. Potency, µM (series often up to 114 µM), without a hit: top-dose activity change, negative = inhibition, usual class: inhibitors. hit rate 1% among 390,000. AID 588453, 2011; note: potency is the fitted concentration of half-maximal effect; % is set by controls: 0 for no effect and ±100 for the full control effect; nearly all actives have a fitted effect of over 65% in size
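Rat TrxR1 (90 nM in the dispensed reagent) was pre-reduced with 400 uM NADPH for 5 min at room temperature, then incubated with compound for 15 min. After 400 uM selenite was added, NADPH fluorescence (Ex 340/Em 450 nm) was followed for 8 min.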
TrxR1 substrate = qHTS Assay for Substrates of Mammalian Selenoprotein Thioredoxin Reductase 1 (TrxR1): qHTS. purified TrxR1 substrate turnover, NADPH consumption readout. Potency, µM (series often up to 114 µM), without a hit: at the highest dose activity change, negative = substrate turnover. hit rate 0.01% among 390,000. AID 588456, 2011; note: potency is the fitted concentration of half-maximal effect; % is set by controls: 0 for no effect and ±100 for the full control effect; nearly all actives have a fitted effect of over 50% in size
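Rat TrxR1, dispensed at 90 nM, was prereduced with 400 uM NADPH (final) for 5 min at ~22 deg C, then incubated with compound 15 min before 400 uM selenite. A first-read NADPH fluorescence drop versus no-compound background flagged substrates.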
Numbers without * were called inactive; u = inconclusive; x = not tested or not shown; [ ] = another dose, or the depositor's remark. Unless noted, calls come from the whole dose curve; as a rule, active = well fitted inhibition curve with a large enough effect; inconclusive = small, poorly fitted or top-dose-only effect; inactive = no such curve, though single readings can be large or run the other way. A portion of the library; rates above refer to the full screens.

Below each SMILES – D2 ag, TRHR enhancer, IDH1 R132H inh, Pin1 inh, D2 antag, USP1-UAF1 inh, TRHR agonist, rTrxR1 inhibitor, TrxR1 substrate
O=C(Cn1cc(S(=O)(=O)Cc2ccc(F)cc2)c2ccccc21)NCc1ccccc1Cl
    -0.9, 26, 11%, u, x, -14%, -0.7, -1%, -2%
C=CCOc1ccccc1CN1CCN(CCc2ccccc2)C(CCO)C1 (stereo not drawn)
    -0.2, -3, 5%, 1%, -5, -19%, 0.0, 7%[57.1 µM], 7%
Cc1cccc2cc3cccc(C)c3nc12
    -0.7, 6, 0%, 0%, -10, -21%, -1.7, 9%[2.29 µM], 6%
CCNC(=O)CN1C(=O)NC2(CCCc3cc(OC)ccc32)C1=O (stereo not drawn)
    0.5, -12, 1%, 2%, 2, -1%, 0.3, 7%[57.1 µM], 5%[57.1 µM]
S=C(Nc1ccccn1)Nc1ccccc1Cl
    1.1, 27, 3%, -6%, -12, -8%, -0.2, -43%, 8%[57.1 µM]
CCc1cc2c(=O)[nH]c(-c3ccncc3)nc2s1
    4.2, 20, 8%, 3%, 14, -1%, 0.6, -5%, 10%
CCN(CC)S(=O)(=O)c1ccc(N/N=C/c2ccccc2OCC(=O)O)c([N+](=O)[O-])c1
    0.9, -2, 6%, x, 2, -5%, 0.0, -12%, -9%
O=C(CCCN1C(=O)NC2(CCCC2)C1=O)Nc1ccc(F)cc1
    0.7, -3, 3%, 0%, 4, -15%, -0.3, 6%, 0%
CCCCNC(=O)/C=C1\Sc2ccccc2NC1=O
    -0.5, -11, -3%, -1%, -5, -18%, 0.1, -2%, 11%
COCCNC(=O)C1CC(c2ccccc2[N+](=O)[O-])=NO1 (stereo not drawn)
    0.2, 9, -2%[38.3 µM], -4%, 0, -10%, 0.1, 21%, 2%
COc1ccc(-c2onc(C)c2C)cc1S(=O)(=O)NCc1cccs1
    0.2, 0, 12%, -2%, x, -24%, 0.0, 13%[57.1 µM], 0%[57.1 µM]
Cc1ccc(C(=O)C(C)OC(=O)Cn2[nH]c(=O)c3ccccc3c2=O)cc1C (stereo not drawn)
    -1.1, 3, 2%, 1%, -14, -14%, -0.5, 17%, -4%
C/C=C/C(=O)OCC(=O)NC(=O)NC(C)C
    0.3, -2, 6%, 0%, 6, -17%, 0.5, 5%[57.1 µM], 5%[57.1 µM]
Cc1nnc(N2CCCC(C(=O)Nc3ccccc3C(F)(F)F)C2)c2nn(-c3ccccc3)c(C)c12 (stereo not drawn)
    1.4, -2, 6%, 69%[activator], x, u, -1.0, 13%, -3%
COc1ccc(C(=O)CC(c2ccccc2)C2C(=O)CCCC2=O)cc1 (stereo not drawn)
    0.9, -1, 9%, 1%, 6, -19%, -0.3, -4%, 4%
CCOC(=O)c1c(C)[nH]c(C(=O)OCC(=O)NCc2ccc(OC)c(OC)c2)c1C
    0.0, -2, 2%, 16%, 12, 4%, -1.0, 9%, -3%
CC(NC(=O)CN1CCN(S(=O)(=O)c2ccc(Br)cc2)CC1)c1ccccc1 (stereo not drawn)
    0.5, 0, -3%, 1%, -8, -8%, -0.1, 11%, 5%
Nc1nc(NC(=O)CCC(=O)O)nn1-c1ccccc1
    1.2, -5, 10%, -11%, -11, -19%, 0.4, 19%, 9%
CCOc1cc(S(=O)(=O)n2cc(-c3ccc(F)cc3)c(N)n2)cc(OCC)c1OCC
    -2.8, -10, 3%, u, 11, -21%, 0.7, -8%, -18%
CC(C)c1cccc(C(C)C)c1NC(=O)CN1C(=O)NC2(CCCC2)C1=O
    -0.5, -6, 2%, 9%, 15, -11%, 0.0, 21%, 3%
Cc1ccc(N2C(=O)N(CC(=O)N3CCOCC3)C(=O)C2C)cc1 (stereo not drawn)
    0.2, 7, -2%, -2%, -3, -18%, -0.1, -72%, 11%[57.1 µM]
NC(=O)COC(=O)/C=C/c1ccc(S(=O)(=O)N2CCCCCC2)cc1
    1.7, -6, 2%, 4%, 3, -13%, -1.1, 8%, 3%
NC(=O)c1ccc(NC(=O)CS(=O)(=O)c2cn(CC(=O)N3CCCCC3)c3ccccc23)cc1
    0.5, 9, 0%, -12%, -4, -18%, 0.1, -12%, -2%
COc1ccccc1C(CNC(=O)c1ccc(S(=O)(=O)N2CCCCC2)cc1)N(C)C (stereo not drawn)
    -0.4, 0, 2%, 5%, -11, -15%, 0.3, -9%, -4%
COc1ccc(OC)c(NC2=NC3(CCCCC3)N=C(N)N2)c1
    -0.6, -14, 4%, -4%, 9, -7%, 1.1, -4%[57.1 µM], 7%[57.1 µM]
COCc1ccc(CN2CCCC(C(=O)Nc3ccc(-c4cscn4)cc3)C2)o1 (stereo not drawn)
    x, -3, 0%, -9%, x, -22%, 0.0, -6%, 3%
O=C(CSCc1ccco1)N1CCc2ccccc21
    -1.0, 2, -2%, -1%, 6, -22%, -0.8, -12%, 5%
COc1ccccc1C(C)NC(=O)CCOc1cccc(C)c1 (stereo not drawn)
    -1.9, 8, 0%, -2%, -11, -18%, -0.3, 2%, 1%
CC1CCCC(C)N1/N=C/c1ccccc1Br (stereo not drawn)
    -1.9, 13, 15%, 5%, -15, 0%, -0.7, 8%[57.1 µM], 10%[57.1 µM]
O=C(Cn1c(=O)n(CC2CCCO2)c(=O)c2ccccc21)Nc1ccc(F)cc1F (stereo not drawn)
    -0.5, -1, -4%, 31%[activator], x, -24%, -0.3, 14%, 3%

(cont.)
Below each SMILES – D2 ag, TRHR enhancer, IDH1 R132H inh, Pin1 inh, D2 antag, USP1-UAF1 inh, TRHR agonist, rTrxR1 inhibitor, TrxR1 substrate
CC(=O)Oc1cc(C(=O)OCC(=O)NC23CC4CC(CC(C4)C2)C3)cc(OC(C)=O)c1OC(C)=O
    x, x, -2%, -20%, x, -11%, x, -5%, -5%
Nc1ccccc1Sc1cc(Cl)nnc1Cl
    -3.3, -3, -7%, 0%, -12, -25%, -3.1, 11%[2.29 µM], -1%[57.1 µM]
O=C(c1ccc2c(c1)N(Cc1ccccc1F)C(=O)c1ccccc1S2(=O)=O)N1CCC(Cc2ccccc2)CC1
    -1.0, 4, -8%, 2%, x, -14%, -0.5, 24%, -5%
O=C(Oc1ccccc1N1C(=O)C2CCCCC2C1=O)c1ccccc1 (stereo not drawn)
    0.3, -4, -1%, -16%, -29, -3%, -0.6, -3%, -4%
CCCCCN(C(=O)CCC(=O)OCC(=O)N(C)Cc1ccccc1C)c1c(N)n(CCCC)c(=O)[nH]c1=O
    0.8, -14, 6%, 4%, 16, 1%, -0.3, -7%, -9%
CNC(=O)CN1C(=O)C2C3C=CC(C3)C2C1=O (stereo not drawn)
    0.1, 6, 4%, -5%, -4, -14%, 1.2, 16%, 4%
Cc1ccc2c(=O)cc(C(=O)N(Cc3ccc(N(C)C)cc3)C3CCS(=O)(=O)C3)oc2c1 (stereo not drawn)
    0.9, -1, 9%, -1%, x, 4%, -0.8, -1%, 2%
CCCCC(=O)NC(Nc1cc(C)ccn1)(C(=O)OCC)C(F)(F)F (stereo not drawn)
    x, x, 6%, 0%, x, -12%, x, 8%, 5%
CC/C(=N\NC(=O)c1nnn(-c2nonc2N)c1-c1ccc2c(c1)OCO2)c1ccccc1
    0.1, 3, 2%, 0%, -1, -25%, 0.3, 19%, 9%
CC(=O)N1c2ccc(S(=O)(=O)N3CCCC(C(=O)Nc4ccc(C)cc4C)C3)cc2CC1C (stereo not drawn)
    -1.3, 0, -4%, 2%, 6, u, -2.2, 7%, 2%
CC(C)(C)OC(=O)N1CCC(c2c(C(=O)N3CCN(Cc4ccccc4)CC3)cnn2-c2ccc(Cl)cc2)CC1
    0.7, 11, 0%, -8%, x, -3%, -0.7, 4%, -12%
C=CCNC(=O)c1onc(CSc2cccc(OC)c2)c1C(=O)O
    0.5, -1, 0%, 1%, -6, -22%, 0.2, 16%[57.1 µM], 5%[57.1 µM]
NC(=O)c1nc(Nc2ccccc2)sc1NC(=O)c1c(F)cccc1F
    0.7, 8, 0%, u, x, u, 0.6, 13%[57.1 µM], -2%[57.1 µM]
CN(C)Cc1c(O)ccc2c(=O)c(-c3ccc(Cl)cc3)coc12
    0.2, 3, -1%, -2%, 2, u, -2.4, 5%[57.1 µM], 32%[activator][57.1 µM]
CCCc1cc(-c2n[nH]c(=S)n2-c2cccc(C)c2)cs1
    -1.4, -1, -2%, 7%, -7, -24%, -0.6, -6%[57.1 µM], 7%
CC(=O)OCC1(C)CN(c2ccccc2)N(C(=O)c2ccc(F)cc2)C1=O (stereo not drawn)
    -0.2, -2, 20%, 3%, -1, -12%, -0.3, 1%, 0%
O=C(CSc1nnc(NC(=O)C2CC2)s1)Nc1ccc(F)cc1F
    -1.5, -5, 9%, -10%, -18, -14%, -0.8, 7%, 1%
CCOc1ncccc1C(=O)Nc1cccc(S(=O)(=O)NC2=NCCC2)c1
    0.1, -6, -2%, 2%, 7, -1%, -0.6, 7%, -4%

Screens as filed in PubChem BioAssay.
